# Source: PubChem
# CaV13 FRET inh: Primary screen for inhibitors of IQ motif and Ca2+-dependent inactivation inhibitor domain binding in CACNA1D, Förster resonance energy transfer in living cells, …. HEK cells, CFP/YFP FRET ICDI-IQ, plate reader, 10 min; percent FRET-ratio fall versus neutral wells. inhibition, % at 12.3 µM. actives 0.098% (n = 340,000). AID 743397;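 active = mean replicate inhibition of at least 30% and at least 1% of replicates passing that level; inconclusive = only one of the two criteria is met; inactive = neither criterion is met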;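 note: 0% = median of the neutral control wells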
# Shn3 3UTR inh: inhibitors of Schnurri-3 3'UTR reporter in osteoblasts | Clone20 osteoblast Shn3 3'UTR firefly luciferase, 24 h | inhibition, % at 12.5 µM | actives 0.52% (n = 360,000) | AID 588674;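 active = mean inhibition of at least 75% with every replicate also reaching 75%; inconclusive = mean inhibition at least 75% but some replicate below; inactive = mean inhibition below 75%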;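 note: 0% = median of neutral control wells and 100% = pilot-screen positive control compound; some compounds past the cut are filed as inactive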
# iPSC survival up: increases survival of single human iPS cells; hiPSC single-cell survival, ATPlite luminescence; 100% = ROCK inhibitor wells, 0% = DMSO; survival enhancement, % at 20 µM; actives 0.044% (n = 360,000); AID 602274; in the data active = survival enhancement above about 18%;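 note: cells exposed to compounds for 16 hours before the ATP read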
# NR2E3 ag-1: agonists of human nuclear receptor NR2E3. Q9Y5X4. GST-NR2E3/biotin-RetCOR TR-FRET, 1536-well. inhibition of corepressor binding, % at 4.78 µM. actives 0.12% (n = 320,000). AID 2300;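 active = percent inhibition above the cutoff of mean plus 3 SD of all tested compounds, set per screening campaign, cut at about 20% in these data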;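 note: 0% = DMSO wells and 100% = biotin wells as full block of FRET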
#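 Material: NR2E3–RetCOR corepressor complex | Quantity: 1.35 nM GST-tagged NR2E3 final | Schedule: 5 h at 4 °C | Replication: Singlicate compound wells | Reagent: RetCOR corepressor, biotinylated, 7 nM | Controls: Biotin wells as high control, 0.6% DMSO wells as low control | Signal: TR-FRET, Eu(K)-anti-GST donor, streptavidin-D2 acceptor, ex 340, em 617/671 nm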
# HIF-2a inh: HIF-2a inhibition. 786-0 RCC cells HIF-2a reporter, luciferase luminescence, overnight. actives 0.72% (n = 360,000). inhibition, % at 18.8 µM. AID 624352;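 active = inhibition of the luminescence signal of 40% or more relative to plate controls, in a single-dose primary screen at 18.75 µM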
# m5-HT2A agonist: activates the mouse 5-HT2A serotonin receptor; CHO-K1 mHTR2A beta-arrestin complementation, luminescence; percent of 30 µM serotonin response; activation, % at 7.6 µM; actives 0.66% (n = 360,000);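 active = activation above a run cutoff, the mean activation of all tested compounds plus 3 SD, cut at about 14% in these data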;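 note: 0% = plate median of compound wells and 100% = 30 µM serotonin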
# Target sequence (P35363 whole entry, looked up): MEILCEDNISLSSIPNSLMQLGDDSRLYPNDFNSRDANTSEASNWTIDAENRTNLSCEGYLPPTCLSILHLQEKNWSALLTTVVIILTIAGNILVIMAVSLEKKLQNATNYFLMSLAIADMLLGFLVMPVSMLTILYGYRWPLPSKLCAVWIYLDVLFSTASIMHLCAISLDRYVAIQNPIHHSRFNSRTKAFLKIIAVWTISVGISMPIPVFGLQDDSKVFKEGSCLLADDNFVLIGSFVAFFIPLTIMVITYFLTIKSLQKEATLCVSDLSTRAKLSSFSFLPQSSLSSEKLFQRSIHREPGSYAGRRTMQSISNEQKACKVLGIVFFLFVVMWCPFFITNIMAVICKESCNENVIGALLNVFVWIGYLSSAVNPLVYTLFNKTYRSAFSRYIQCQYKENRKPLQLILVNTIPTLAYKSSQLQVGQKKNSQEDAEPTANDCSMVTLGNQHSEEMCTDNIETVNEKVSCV
# MITF TRPM1 inh: inhibitors of MITF-driven TRPM1 promoter in melanoma cells; AID 488899; actives 0.83% (n = 330,000); SK-MEL-5 TRPM1 promoter luciferase, 24 h; inhibition, % at 12.5 µM;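 active = mean inhibition across replicates of 60% or more, whatever share of single replicates reaches that level; inconclusive = some that reach 60%, reason not given; inactive = mean inhibition across replicates below 60%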; note: values of inactives mirror those of a sister screen read the other way
# Cardio protect: modulators protecting cardiomyocytes from myocardial damage; H9c2 cardiomyocytes, H2O2 injury protection, ATPLite, 2 h; protection from H2O2 cell death, % at 20 µM; actives 0.63% (n = 360,000); AID 588492;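 active = compounds giving at least 50% protection of heart cells from peroxide-induced death in the single-dose screen, raw or plate-pattern-corrected value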;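 note: 0% = DMSO wells with peroxide and 100% = DMSO wells without peroxide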
# Peg3 prom inh: Peg3 promoter activity inhibition. HeLa PEG-Prom luciferase reporter, luminescence, overnight. inhibition, % at 20 µM. actives 1.7% (n = 360,000);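 active = inhibition of at least 50% at 20 µM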
# PDI turbidity: blocks human protein disulfide isomerase activity | actives 0.052% (n = 350,000) | inhibition, % at 10 µM | PDI insulin aggregation turbidity, A650, 90 min | P07237;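 active = mean inhibition across replicates of 30% or more, whatever share of single replicates reach that level; inconclusive = mean inhibition below 30% while every single replicate reaches 30%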;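 note: absorbance from insulin aggregation driven by PDI reduction with DTT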
# Target sequence (P07237 whole entry, looked up): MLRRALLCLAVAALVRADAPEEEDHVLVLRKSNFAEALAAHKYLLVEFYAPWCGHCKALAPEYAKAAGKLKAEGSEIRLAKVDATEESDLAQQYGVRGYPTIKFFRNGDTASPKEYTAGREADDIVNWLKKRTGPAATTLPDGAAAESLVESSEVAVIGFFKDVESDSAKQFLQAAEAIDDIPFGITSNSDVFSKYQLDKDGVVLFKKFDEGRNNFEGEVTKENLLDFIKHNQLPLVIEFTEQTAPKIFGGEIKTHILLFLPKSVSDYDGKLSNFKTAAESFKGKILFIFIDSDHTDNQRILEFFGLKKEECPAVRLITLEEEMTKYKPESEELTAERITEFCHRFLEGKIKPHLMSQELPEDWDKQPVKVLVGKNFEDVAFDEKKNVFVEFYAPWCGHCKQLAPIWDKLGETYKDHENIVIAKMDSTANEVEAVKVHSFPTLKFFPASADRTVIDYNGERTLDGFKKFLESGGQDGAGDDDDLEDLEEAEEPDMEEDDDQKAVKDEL
# NR2E3 ag-2: activates human NR2E3 receptor | CHO-S Gal4-NCOR/VP16-NR2E3 two-hybrid, luciferase | inhibition of corepressor binding, % at 3.98 µM | actives 0.35% (n = 360,000) | AID 602229;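 active = inhibition above the mean of all tested compounds plus 3 SD, cut at about 70% in these data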;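 note: 0% = DMSO with NR2E3 transfected cells and 100% = cells lacking NR2E3 construct; higher means lower luciferase signal from less NR2E3 corepressor binding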
# * marks the source's active call; other numbers are inactive results; ? = inconclusive; / = no result given. The order is random; about 3.9% have a hit in one of these screens.
SMILES,CaV13 FRET inh,Shn3 3UTR inh,iPSC survival up,NR2E3 ag-1,HIF-2a inh,m5-HT2A agonist,MITF TRPM1 inh,Cardio protect,Peg3 prom inh,PDI turbidity,NR2E3 ag-2
N#CC1=C(N)OC(c2ccccc2)=C(C#N)C1c1ccc2c(c1)OCO2 (stereo unspecified),-6,5,1.0,4,-1,-2,8,15,3,-5,-52
CC1CN(Cc2ccccc2)C(=S)N(c2ccccc2)C1=O (stereo unspecified),-5,-5,0.4,/,6,-2,1,-2,8,2,-16
CN1C(=O)/C(=C/c2ccco2)SC1=Nc1cccc(C(=O)O)c1,/,0,0.6,7,5,2,1,4,20,-2,-31
COc1ccc(-n2c(-c3ccc(Br)cc3)c[n+]3c2CCC3)cc1,9,70,-1.1,9,14,-2,57,-23,3,12,-15
Cc1ccc(-c2cc(C(=O)NCCCN3CCOCC3)c3ccccc3n2)cc1,-6,-24,-0.4,0,-16,-8,-11,1,-25,5,-25
O=C(/C=C/c1ccco1)N1CCc2ccccc21,0,-57,-0.8,3,-166,-1,-1,-24,-34,5,-126
O=C1c2ccc(-c3ccc(F)cc3OCc3ccccc3)cc2S(=O)(=O)c2cccc(C(=O)N3CCCC3)c21,/,44,-0.7,5,-1,-1,8,9,34,-1,-7
Cc1c(OCC(=O)NCCCn2ccnc2)ccc2c3c(c(=O)oc12)CCC3,-6,-23,0.2,1,-11,-5,-13,-1,3,5,-12
COc1ccc(N(C)S(=O)(=O)c2cccc3cccnc23)c(OC)c1,-7,18,4.8,2,12,0,17,16,32,-2,-16
COc1ccc(N=CC2=C(O)CC(C)(C)CC2=O)cc1,-5,2,-3.6,-2,-126,-1,-30,12,-59,12,-21
O=C(c1ccc(F)cc1)C1CCN(C(=O)NC2CCCCC2)CC1,-3,8,1.7,-2,23,-1,-8,-1,1,-3,1
CCOCCCNC(=S)N(Cc1ccco1)Cc1cc2cc3c(cc2[nH]c1=O)OCCO3,-4,6,0.2,0,19,-1,13,15,27,2,1
COc1ccc(C)cc1Nc1n[n+](C)c(-c2ccc(O)cc2O)s1,-10,-8,0.1,-3,7,8,8,-2,-11,-1,-13
CCc1ccc(NC(=O)CSc2nnc(CNC(=O)c3ccc(OC)cc3)o2)cc1,-2,-9,-0.4,-1,13,-8,3,0,-9,-7,24
O=C1C2CCCN2C(=O)N1CCCCN1CCN(c2cccc(C(F)(F)F)c2)CC1 (stereo unspecified),0,3,-0.1,1,14,-3,1,2,12,-7,15
O=C(CC1SC(N2CCCC2)=NC1=O)Nc1ccc(C(=O)N2CCCC(C(F)(F)F)C2)cc1 (stereo unspecified),-6,3,0.4,1,14,-1,0,-2,-6,4,-9
C[C@H]1C(=O)N(C)CCN1C(=O)c1ccc(OC2CCN(CCc3ccccc3)CC2)cc1,-5,-15,-0.6,/,0,-9,/,3,12,0,-17
CC(NC(=O)/C=C/c1ccccc1[N+](=O)[O-])C1CC2CCC1C2 (stereo unspecified),-3,1,-0.5,0,4,-4,-5,-2,20,-3,-20
CCOC(=O)c1nnn(-c2nonc2N)c1-c1ccc(OC)cc1,0,-6,-5.3,-1,16,-4,0,6,3,-1,-21
CC1CCN(S(=O)(=O)c2cccc(-c3cn4cc(Cl)ccc4n3)c2)CC1,-6,-29,-3.4,2,-75,3,9,-1,2,-2,-4
COc1ccc(-n2nc(C(=O)NCC(=O)Nc3cc(OC)c(OC)c(OC)c3)c3ccccc3c2=O)cc1OC,-4,13,-0.3,-1,6,5,11,48,55*,3,20
COc1ccc(/C=N/N(c2ccccc2)c2ccccc2)cc1O,/,10,-0.2,/,-9,-2,6,0,-7,-3,-4
COC(=O)c1cc(OC)c(OC)cc1NC(=O)Cc1cccs1,-2,11,1.0,3,-4,1,-6,8,24,6,-26
Cn1c(Cc2cccs2)nnc1SC/C=C/c1ccccc1,/,7,-1.6,1,0,-4,3,9,-18,5,-4
COc1ccc(C(=O)Nc2ccc(S(=O)(=O)N3CCCCC3)cc2)cc1,-4,22,-3.4,0,22,-9,9,-14,4,-2,12
COc1ccc(-n2ncc3c2CC(C)(C)CC3NC(=O)CCc2c(C)noc2C)cc1 (stereo unspecified),/,17,-0.1,3,-20,-5,5,-4,-10,-3,-33
CC(=O)Cn1c(CN2CCN(C(=O)c3ccco3)CC2)nc2c1c(=O)n(C)c(=O)n2C,-2,2,-0.5,-3,2,-4,1,0,-15,1,-15
O=C(CSC1CCCCC1)Nc1ccccc1Br,-2,-5,0.1,-4,-144,0,-22,-8,-68,9,2
CCC(c1nnnn1-c1ccc2c(c1)OCCO2)N1CCN(C(C)=O)CC1 (stereo unspecified),-6,/,0.2,/,3,-2,/,/,/,/,-14
CN1CCN(S(=O)(=O)c2ccc3[nH]cc(C(=O)O)c(=O)c3c2)CC1,-6,-2,5.8,-2,19,1,-5,-1,18,1,-11
CCOc1ccc(S(=O)(=O)Nc2ccc(C(=O)N3CCCC3)cc2)cc1C(N)=O,-15,-16,-0.3,-1,6,-7,9,0,-23,1,11
CCc1ccc(OCC(=O)N2CCN(c3ccccc3F)CC2)cc1,3,0,1.2,0,-17,-5,-3,-6,10,2,-23
COc1ccc(-c2n[nH]c(=S)n2-c2ccc3c(c2)OCCO3)cc1,-5,-11,-0.7,6,-1,6,-10,-4,7,2,-43
O=C(CCCC1=NS(=O)(=O)c2ccccc2N1)NCCc1ccc(Cl)cc1,-2,-8,0.5,-1,14,0,5,-1,6,1,-21
COc1ccc(Cl)cc1NS(=O)(=O)c1cccc(C(=O)NCC(c2ccco2)N2CCCC2)c1 (stereo unspecified),-5,-7,-0.5,0,-8,-6,-7,1,6,-2,10
CN(C)/C=C(\C#N)C(=O)Nc1ccc(F)c(Cl)c1,-4,-21,-0.5,2,-281,2,-53,-1,-222,7,-49
O=C(COC(=O)C12CC3CC(CC(C3)C1)C2)NC12CC3CC(CC(C3)C1)C2,-3,-10,-2.1,2,14,1,-5,-5,12,?,12
Cc1cccc(Sc2c(C=O)c3ccccc3n2C)c1,/,16,-2.6,13,19,-2,12,-15,19,-4,-33
COc1ccc(C(=O)OCC(=O)N(C)C2CCS(=O)(=O)C2)cc1S(=O)(=O)N(C)Cc1ccccc1 (stereo unspecified),-5,-8,-0.4,-2,11,3,0,2,-13,-2,-33
O=C(Nc1ccccc1C(=O)O)/C(=C/c1ccc([N+](=O)[O-])cc1)NC(=O)c1ccc(Br)o1,-7,-3,-1.1,0,16,0,-7,-6,4,0,-7
COc1cccc(CN(CC2CCCO2)S(=O)(=O)c2ccc(-n3cnnn3)c(OC)c2)c1 (stereo unspecified),-1,1,1.3,3,13,-2,-1,19,-2,3,-35
CN1CCN(S(=O)(=O)c2cccc(C(=O)Nc3ccccc3N3CCCCC3)c2)CC1,-4,17,-0.6,2,14,-1,3,8,15,-8,-37
CC(=O)N1CCN(C(c2ccccc2)c2nnnn2C(C)(C)C)CC1 (stereo unspecified),-5,/,1.2,/,2,-1,/,/,/,/,-3
COc1ccc2cc(CN(Cc3ccco3)C(=S)NCC3CCCO3)c(=O)[nH]c2c1 (stereo unspecified),-4,8,0.0,3,19,-2,2,1,33,4,-2
NC(=O)c1ccc(NC(=O)c2ccc(COc3ccccc3Br)cc2)cc1,-4,-5,-0.5,/,-79,-2,-28,-1,-90,0,-33

# Sorted by SMILES length (lowest first): part of the list above
SMILES,CaV13 FRET inh,Shn3 3UTR inh,iPSC survival up,NR2E3 ag-1,HIF-2a inh,m5-HT2A agonist,MITF TRPM1 inh,Cardio protect,Peg3 prom inh,PDI turbidity,NR2E3 ag-2
COC(=O)c1cc(OC)c(OC)cc1NC(=O)Cc1cccs1,-2,11,1.0,3,-4,1,-6,8,24,6,-26
COc1ccc(C)cc1Nc1n[n+](C)c(-c2ccc(O)cc2O)s1,-10,-8,0.1,-3,7,8,8,-2,-11,-1,-13
CN1C(=O)/C(=C/c2ccco2)SC1=Nc1cccc(C(=O)O)c1,/,0,0.6,7,5,2,1,4,20,-2,-31
COc1ccc(C(=O)Nc2ccc(S(=O)(=O)N3CCCCC3)cc2)cc1,-4,22,-3.4,0,22,-9,9,-14,4,-2,12
Cc1c(OCC(=O)NCCCn2ccnc2)ccc2c3c(c(=O)oc12)CCC3,-6,-23,0.2,1,-11,-5,-13,-1,3,5,-12
O=C1C2CCCN2C(=O)N1CCCCN1CCN(c2cccc(C(F)(F)F)c2)CC1 (stereo unspecified),0,3,-0.1,1,14,-3,1,2,12,-7,15
COc1ccc(-n2ncc3c2CC(C)(C)CC3NC(=O)CCc2c(C)noc2C)cc1 (stereo unspecified),/,17,-0.1,3,-20,-5,5,-4,-10,-3,-33
O=C(COC(=O)C12CC3CC(CC(C3)C1)C2)NC12CC3CC(CC(C3)C1)C2,-3,-10,-2.1,2,14,1,-5,-5,12,?,12
COc1cccc(CN(CC2CCCO2)S(=O)(=O)c2ccc(-n3cnnn3)c(OC)c2)c1 (stereo unspecified),-1,1,1.3,3,13,-2,-1,19,-2,3,-35
C[C@H]1C(=O)N(C)CCN1C(=O)c1ccc(OC2CCN(CCc3ccccc3)CC2)cc1,-5,-15,-0.6,/,0,-9,/,3,12,0,-17
CC(=O)Cn1c(CN2CCN(C(=O)c3ccco3)CC2)nc2c1c(=O)n(C)c(=O)n2C,-2,2,-0.5,-3,2,-4,1,0,-15,1,-15

# Carrying on.
SMILES,CaV13 FRET inh,Shn3 3UTR inh,iPSC survival up,NR2E3 ag-1,HIF-2a inh,m5-HT2A agonist,MITF TRPM1 inh,Cardio protect,Peg3 prom inh,PDI turbidity,NR2E3 ag-2
Cc1cccc(NC(=S)NC(=O)c2ccco2)n1,-3,0,-2.1,-3,-86,-1,-16,-3,-66,3,-31
Cc1cc(C(=O)NNC(=O)c2ccc(C(F)(F)F)cc2)no1,-5,14,1.8,2,5,-3,-10,5,1,-11,-20
COC(=O)COc1ccc(S(=O)(=O)NCCC2=CCCCC2)cc1Cl,-9,25,0.7,-2,57*,3,-15,-19,15,-5,2
O=C(COC(=O)c1cccnc1Cl)NCc1ccc(F)cc1,-6,2,-0.3,/,5,0,4,1,0,2,-21
FC(F)(F)c1cnc(NNC(=S)Nc2ccccc2Cl)c(Cl)c1,-3,24,2.5,6,26,-6,14,-24,40,-8,52
CC1Cc2cc(/C(O)=C3/C(=O)C(=O)N(CCCn4ccnc4)C3c3ccc(F)cc3)ccc2O1 (stereo unspecified),-4,-64,-0.2,5,-95,-4,5,-1,-70,2,-68
